# Growth percent in the NCI-60 one-dose screen (48 h, 10 µM unless noted): 100 = growth as untreated, 0 = no growth, -100 = all killed.
# OVCAR-4 = OVCAR-4 ovarian cancer cells; 80,000 compounds, 3.7% hits
# PC-3 = PC-3 prostate cancer cells; 80,000 compounds, 3.9% hits
# OVCAR-3 = OVCAR-3 ovarian cancer; 79,000 compounds, 7% hits; AID 1794787
# KM12 = KM12 colon cancer cells; 82,000 compounds, 5% hits; AID 1794800
# OVCAR-5 = OVCAR-5 ovarian cancer; 82,000 compounds, 2.9% hits
# SW-620 = SW-620 colon cancer; 82,000 compounds, 5.2% hits
# HCC-2998 = HCC-2998 colon cancer; 79,000 compounds, 4.7% hits; AID 1794799
# DU-145 = DU-145 prostate cancer. 81,000 compounds, 4.2% hits
# OVCAR-8 = OVCAR-8 ovarian cancer; 81,000 compounds, 4.4% hits; AID 1794782
# Starred values were filed as active, the others as inactive; x = no result given; & = joins results of further samples. Rule for the calls: active = growth percent below 10; inactive = the rest.
SMILES,OVCAR-4,PC-3,OVCAR-3,KM12,OVCAR-5,SW-620,HCC-2998,DU-145,OVCAR-8
CCOC(=O)C1=C(C)N2C(=NC3=C(CCC/C3=C\c3ccc(Cl)cc3)C2c2ccc(Cl)cc2)S1 (stereo not drawn),48,24,-29*,-73*,78,-60*,-100*,-0.1*,23
O=C1NC(/C=C/c2ccccc2)N=C2C(c3ccc(Cl)cc3)=NOC12 (stereo not drawn),106,107,115,104,112,109,107,110,110
O=C(CCc1nc2sc3c(c2c(=O)[nH]1)CCC3)NCc1cn(-c2ccccc2)nc1-c1ccccc1,-48*,30,17,85,86,29,88,49,44
Clc1ccc2[nH]cc(-c3cncn3CCc3ccc4c(c3)OCO4)c2c1,33,51,68,75,76,79,90,86,76
CCN(CC)CCC(CN=C(N)N)c1ccccc1 (stereo not drawn),114,88,103,98,89,103,95,104,106
COc1cc2ncnc(Oc3ccc(NC(=O)Nc4cnn(C(C)C)c4)c4ccccc34)c2cc1OC,86,101,93,99,117,99,107,107,88
C#CCC1(C)NS(=O)(=O)c2ccccc21 (stereo not drawn),98,95,110,105,95,107,103,114,95
O=C(CN1C(=O)S/C(=C\C(Cl)=C\c2ccccc2)C1=O)NC1C=CS(=O)(=O)C1 (stereo not drawn),39,20,-13*,16,44,-36*,66,25,4.7*
Cc1c(Cl)cccc1N1C(=O)C=CC1=O,x,x,x,x,103,47,105,x,113
COC(=O)c1c2c(c(C)[n+]([O-])c1C)C(=O)C(NCCN1CCOCC1)=CC2=O,35,75,5.1*,72,89,64,74,84,62
COc1cc(/C=C2\C(=O)Nc3c(Cl)ccc(Cl)c32)cc(OC)c1OC,96,93,106,107,93,97,96,117,89
C=C(C)[C@@H]1CC=C2c3sc(Nc4ccc(OC(F)(F)F)cc4)nc3C[C@@H](C)[C@]2(C)C1,89,94,94,101,110,105,115,103,91
C=C(C)[C@@H]1CC=C2c3sc(-c4ccc(OC)cc4)nc3C[C@@H](C)[C@]2(C)C1,98,80,112,101,108,96,109,104,104
O=Cc1ccccc1C(=O)O,93,96,102,98,98,102,98,103,104
Cc1nc(-c2cc3ccccc3oc2=O)ccc1C(=O)/C=C/c1ccccn1,85,68,47,6.1*,61,1.3*,67,47,69
CSc1nc2c(c(=O)n1C)C1(C(=O)N(Cc3ccccc3)c3ccccc31)c1c(nc(SC)n(C)c1=O)N2,99,45,75,88,102,94,100,93,85
CCc1c(C)c2cc3[nH]c(N)nc3c(C)c2oc1=O,114,106,101,100,110,102,98,100,106
CC(=O)Nc1cccnc1,97,104,109,99,94,99,92,109,100
O=C(O)CC1CCN(c2ccc3nnc(Cl)n3n2)CC1,108,104,x,98,97,102,107,107,104
CNC(=O)c1cc(Oc2ccc3nc(NC(=O)Nc4cccc(OC(F)(F)F)c4)sc3c2)ccn1,31,5.0*,46,53,51,x,47,37,6.1*
C=CCOC(=O)c1ccc(OC)cc1,98,95,102,102,105,103,103,103,100
CCn1cc(C(=O)O)c(=O)c2cc(F)c(N3CCN(C(=O)c4ccccc4)C(C)C3)c(F)c21 (stereo not drawn),80,87,96,98,94,101,95,105,95
NS(=O)(=O)c1ccc(-n2nc(C(=O)N/N=C\c3ccc(F)cc3)cc2-c2ccc(Cl)cc2)cc1,98,82,100,97,103,96,98,104,97
Cc1cc(-c2ccccc2N)c2[nH]c3ccccc3c2c1-c1ccccc1,72,68,87,69,114,93,87,90,94
O=C(N=Nc1c(O)n(Cc2ccc(F)cc2)c2ccccc12)Nc1ccc(Cl)cc1,98,95,90,102,88,99,93,106,100
# (listing goes on)
SMILES,OVCAR-4,PC-3,OVCAR-3,KM12,OVCAR-5,SW-620,HCC-2998,DU-145,OVCAR-8
Cc1ccc(NC(=S)NC(=O)c2ccccc2)cc1NC(=S)NC(=O)c1ccccc1,53,55,x,73,90,84,87,53,34
COc1cc(/C=C/c2cc(/C=C/c3ccc(O)c(OC)c3)n(-c3c(C)cccc3C)c(=O)n2)ccc1O,3.1*,-2.2*,5.8*,12,9.1*,7.8*,24,13,0.4*
CC(C)OC(=O)Nc1ccc(-c2nc(-c3cccc(OCCN4CCOCC4)c3)c(-c3ccnc(Br)c3)[nH]2)cc1,54,20,45,10,56,20,29,64,39
CNC1=C([N+](=O)[O-])C(c2cccc(Cl)c2Cl)C(C#N)=C(c2ccc[nH]2)O1 (stereo not drawn),94,97,110,108,98,101,110,112,98
CCN(CC)CC(O)COc1c(Br)c(Br)c(Br)c2c1OC(C)(C)C2 (stereo not drawn),83,78,14,54,93,-66*,76,117,126
CC(=O)Nc1ccc(-c2cn3ccccc3n2)cc1,100,100,115,99,104,110,104,109,113
COc1ccc(Nc2ncnc3ccc(-c4cncc(NS(=O)(=O)c5cccc(F)c5)c4)cc23)cc1Cl,82,72,75,97,55,73,86,95,81
CC(C)=CCC/C(C)=C/CC/C(C)=C/CSC[C@H](NC(=O)CCCCCN1CCN(C)CC1)C(=O)NC1CCCCCC1,x,52,77,66,69,-22*,19,53,81
CCOC(=O)c1ccc([N+](=O)[O-])o1,108,96,112,105,119,106,112,108,102
O=c1cc(NC2CCN(CCCc3ccccc3)CC2)c2cc(Cl)ccc2o1,13,0.0*,-17*,0.1*,31,7.0*,-6.9*,15,-0.5*
C=CCn1c(-c2nc3ccc(C(=C(C#N)C#N)c4ccccc4)cc3[nH]2)cc2cc(Br)ccc21,54,31,51,34,78,61,61,72,x
CC1=C(C(=O)Nc2ccccc2)C(c2cccc(Cl)c2Cl)n2c(nc3ccccc32)N1 (stereo not drawn),49,18,42,33,83,57,26,71,67
COC(=O)c1ccc2[nH]c(O)c(C(=Nc3ccc(N(C)C(=O)CN4CCN(C)CC4)cc3)c3ccc(C)cc3)c2c1,-64*,-16*,-60*,-17*,30,-27*,9.3*,-14*,-18*
CCc1ccc2c(c1)C1(Oc3c(OC)cccc3C3CC(c4ccc(Br)cc4)=NN31)C(=O)N2 (stereo not drawn),92,x,104,99,110,96,99,105,102
CCOC(=O)c1nn(-c2ccc(Cl)cc2)c(=N/N=C(\C)c2c(O)c(OC)c3occc3c2OC)s1,108,98,101,101,102,105,106,110,98
Oc1ccc2n[nH]nc2c1,118,102,107,106,110,105,103,100,123
Cn1c(SCC(=O)Nc2ccc([N+](=O)[O-])cc2)nc2ccccc2c1=O,56,89,94,92,99,101,104,89,87
CN(C)/N=C/c1nccc2ccccc12,108,94,108,108,90,99,122,110,102
c1cnc2cc3sc4ncccc4c3nc2c1,119,105,114,104,106,96,106,116,106
Cc1cc(NS(=O)(=O)c2ccc(N=Nc3cc(N=Nc4ccc(S(=O)(=O)Nc5cc(C)nc(C)n5)cc4)c4c(NC(=O)C(Cl)Cl)cccc4c3OC(=O)C(Cl)Cl)cc2)nc(C)n1 (tested in a mixture with another compound),94&101,106&97,93&114,106&107,122&122,104&122,111&107,110&118,92&95
N#Cc1c(N2CCCC2)nc2sc3cc(Cl)ccc3n2c1=N,90,85,108,105,97,95,152,107,107
Nc1ncnc2c1C(c1ccc([N+](=O)[O-])cc1)c1sc3c(F)cccc3c1O2 (stereo not drawn),100,92,110,93,86,98,115,93,102
COc1ccc(/C(C)=C(\c2ccc(Cl)cc2)c2ccc(OCCN3CCOCC3)cc2)cc1F,93,86,121,97,96,87,118,100,95
F[C@H]1CCO[C@H](c2ccc3ccccc3c2)C1,x,99,109,108,99,100,94,112,99
Cc1cc(=O)n(C(=O)Nc2ccc(C(F)(F)F)cc2)c2cc(O)ccc12,106,101,103,109,99,99,105,105,98

# Nothing new here: an excerpt of the list.
SMILES,OVCAR-4,PC-3,OVCAR-3,KM12,OVCAR-5,SW-620,HCC-2998,DU-145,OVCAR-8
CCOC(=O)C1=C(C)N2C(=NC3=C(CCC/C3=C\c3ccc(Cl)cc3)C2c2ccc(Cl)cc2)S1 (stereo not drawn),48,24,-29*,-73*,78,-60*,-100*,-0.1*,23
O=C1NC(/C=C/c2ccccc2)N=C2C(c3ccc(Cl)cc3)=NOC12 (stereo not drawn),106,107,115,104,112,109,107,110,110
O=C(CCc1nc2sc3c(c2c(=O)[nH]1)CCC3)NCc1cn(-c2ccccc2)nc1-c1ccccc1,-48*,30,17,85,86,29,88,49,44
Clc1ccc2[nH]cc(-c3cncn3CCc3ccc4c(c3)OCO4)c2c1,33,51,68,75,76,79,90,86,76
CCN(CC)CCC(CN=C(N)N)c1ccccc1 (stereo not drawn),114,88,103,98,89,103,95,104,106
COc1cc2ncnc(Oc3ccc(NC(=O)Nc4cnn(C(C)C)c4)c4ccccc34)c2cc1OC,86,101,93,99,117,99,107,107,88
C#CCC1(C)NS(=O)(=O)c2ccccc21 (stereo not drawn),98,95,110,105,95,107,103,114,95
O=C(CN1C(=O)S/C(=C\C(Cl)=C\c2ccccc2)C1=O)NC1C=CS(=O)(=O)C1 (stereo not drawn),39,20,-13*,16,44,-36*,66,25,4.7*
Cc1c(Cl)cccc1N1C(=O)C=CC1=O,x,x,x,x,103,47,105,x,113
COC(=O)c1c2c(c(C)[n+]([O-])c1C)C(=O)C(NCCN1CCOCC1)=CC2=O,35,75,5.1*,72,89,64,74,84,62
COc1cc(/C=C2\C(=O)Nc3c(Cl)ccc(Cl)c32)cc(OC)c1OC,96,93,106,107,93,97,96,117,89

# (continued)
SMILES,OVCAR-4,PC-3,OVCAR-3,KM12,OVCAR-5,SW-620,HCC-2998,DU-145,OVCAR-8
NC(=O)/C=C\C(N)=O,110,99,114,103,98,104,x,107,97
O=C(Cc1ccccc1[N+](=O)[O-])NCC1(c2cccc3c2OCO3)OCCO1,101,94,109,103,101,103,96,109,96
O=c1[nH]c(CN2CCCC2c2nc3ccccc3s2)nc2sc3c(c12)CCC3 (stereo not drawn),103,101,120,114,102,104,110,115,96
CCCCNC(=O)Oc1ccc(/C(=C(/C)Cc2ccc(OC)cc2)c2ccc(OCCN3CCCCCC3)cc2)cc1,84,65,64,61,96,86,84,92,90
CCC([N+](=O)[O-])S(=O)(=O)c1ccc(C)cc1 (stereo not drawn),94,101,150,136,88,104,65,160,95
O=C(COc1ccc(NC(=O)Nc2ccc(Cl)c(Cl)c2)cc1)N=Nc1c(O)[nH]c2ccc(Cl)cc12,-17*,-2.4*,-82*,-88*,-28*,-47*,-51*,-31*,-48*
CC(Sc1nc2sc3c(c2c(=O)n1-c1ccc(Cl)cc1)CCCC3)C(=O)Nc1ccc([N+](=O)[O-])cc1Cl (stereo not drawn),95,90,118,102,99,101,104,111,104
CCOC(=O)C1=C(C)NC(=O)NC1c1ccc(OCc2cn(-c3ccc(S(N)(=O)=O)cc3)nn2)c(OC)c1 (stereo not drawn),98,111,106,102,99,105,116,107,107
Clc1ccc(N=c2oc3ccccc3cc2-c2cc3ccccc3[nH]2)cc1,109,93,110,94,98,92,113,99,99
O=[N+]([O-])c1ccc2c(N=Nc3ccc4ccccc4c3O)c(O)cc(S(=O)(=O)O)c2c1,63,77,41,96,106,92,94,104,70
Cc1cnc2c(N)cc(C)c(C)c2c1,106,95,99,101,109,111,105,106,105
C#CCNC(=O)[C@]1(C)CCC[C@]2(C)[C@H]3C[C@H]4C(C(C)C)=C[C@]3(CC[C@H]21)[C@@H]1C(=O)CCC(=O)[C@@H]14,94,70,88,88,105,103,97,100,101
NS(=O)(=O)c1ccc(C(=O)NN2C(=O)C3CC=CCC3C2=O)cc1 (stereo not drawn),114,115,113,106,108,102,112,105,113
Nc1c(C(=O)Nc2ccccc2)sc2ncccc12,98,83,92,87,105,98,106,97,97
CC(C)c1oc2ccccc2c1C(=O)c1ccc(O)cc1,72,85,97,81,124,100,614,110,85
Clc1ccc(Sc2nc(NC3CCCCCC3)nc(Sc3ccc(Cl)cc3)n2)cc1,84,86,100,98,109,89,118,99,97
CCOCCc1ccncc1,108,65,118,107,106,107,103,114,105
N/C(=N\NC(=O)CCl)c1c(N)nc(=S)[nH]c1-c1ccc(Cl)cc1Cl,115,102,111,105,120,106,112,115,113
O=C(O)c1cc(=O)[nH]c2ccc([N+](=O)[O-])cc12,101,92,114,116,94,102,107,110,99
Cc1cccc(C)c1-c1cc(Cc2ccc(Cl)cc2)c(=O)[nH]n1,98,97,103,103,96,104,86,105,97
CC(C)CS(=O)(=O)c1ncnc2nc[nH]c12,x,95,113,104,102,102,111,118,104
N#CCC(=O)N1CCCC1,107,97,110,106,101,103,96,112,98
CC(=O)OC[C@H]1OC(Sc2sc(C(=O)c3ccc(C)cc3)c(N)c2-c2nc3ccccc3s2)[C@H](OC(C)=O)[C@@H](OC(C)=O)[C@@H]1OC(C)=O (stereo partly drawn),-14*,63,59,81,59,53,94,42,59
COc1nc2c(c(=O)n1C)CN(C1CCCCC1)C(=O)C(C)N2 (stereo not drawn),107,x,110,115,101,109,97,111,96
Cn1cc(-c2nonc2-c2c[nH]c3ccccc23)c2cccnc21,75,x,15,20,72,14,70,68,48
# Next part.
SMILES,OVCAR-4,PC-3,OVCAR-3,KM12,OVCAR-5,SW-620,HCC-2998,DU-145,OVCAR-8
NC/C(=C/F)COc1ccc2nc(N3CCC(O)CC3)oc2c1,89,113,112,107,105,99,117,95,110
COc1cc2ncnc(Nc3ccc(S(=O)(=O)Nc4cc(C)on4)cc3)c2cc1OCCCN1CCOCC1,95,103,113,103,106,106,107,108,98
COc1ccc2[nH]cc(-c3noc(C(=O)c4cn(C)c5ccc(Br)cc45)n3)c2c1,92,92,107,101,101,104,101,108,103
CCOC(=O)Cn1c(-c2ccc(C)o2)nc2cc3nc4ccccc4nc3cc21,108,101,105,101,108,105,108,104,104
CCCCC#Cc1c(I)n(C2OC(CO[Si](C)(C)C(C)(C)C)C3OC(C)(C)OC32)c(=O)[nH]c1=O (stereo not drawn),70,84,43,109,83,48,-20*,74,86
CC(C)(Cl)C(=O)Oc1c(Cl)cc(Cl)cc1Cl,x,90,109,104,97,104,108,107,106
Cc1ccc(S(=O)(=O)Nc2ccccc2N=Cc2c(F)c(F)c(F)c(F)c2F)cc1,106,99,98,89,96,28,100,100,100
O=C1C(=O)c2ccccc2C(O)=C1CCCc1ccc(C2CCCCCC2)cc1,21,21,51,38,83,33,8.9*,44,47
